Assay outcomes (PubChem BioAssay)
KCNQ2 inh: KCNQ2 potassium channel inhibitors, primary screen, cell-based, CHO-K1, FluxOR thallium flux, B-score (AID 2156) | 1.1% of 310,000 active | O88943 | 20 min; hits give low values | B-score at 10 µM;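 active means fluorescence ratio B-score at most minus 3 library SDs, with starting brightness B-score within 2 library SDs, cut at about -5.5 in these data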
STK33 inh: inhibitors of human STK33 kinase; Q9BYT3; purified STK33, MBP phosphorylation, ADP-Glo luminescence; inhibition, % at 10 µM; 0.073% of 320,000 active;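 active means inhibition at or above 25%, using the most active replicate where run in duplicate; inactive means inhibition below 25%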
Target sequence (Q9BYT3 whole entry, looked up): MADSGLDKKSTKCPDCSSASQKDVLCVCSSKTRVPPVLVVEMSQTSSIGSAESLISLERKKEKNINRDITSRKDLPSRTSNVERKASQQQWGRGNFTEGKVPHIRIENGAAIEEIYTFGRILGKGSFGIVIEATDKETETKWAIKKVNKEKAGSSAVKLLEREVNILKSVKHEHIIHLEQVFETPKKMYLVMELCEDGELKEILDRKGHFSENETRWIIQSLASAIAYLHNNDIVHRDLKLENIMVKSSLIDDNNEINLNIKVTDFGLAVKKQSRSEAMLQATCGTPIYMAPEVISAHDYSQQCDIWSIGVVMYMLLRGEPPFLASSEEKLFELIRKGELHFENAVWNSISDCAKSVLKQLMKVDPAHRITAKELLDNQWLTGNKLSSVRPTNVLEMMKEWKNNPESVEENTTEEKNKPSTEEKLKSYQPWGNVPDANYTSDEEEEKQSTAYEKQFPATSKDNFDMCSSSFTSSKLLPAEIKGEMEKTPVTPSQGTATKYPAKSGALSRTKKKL
Kir21 inh: Kir2.1 (mouse) channel inhibition | HEK293-Kir2.1, FluxOR thallium flux fluorescence; hits give low values | B-score at 10 µM | 0.85% of 310,000 active | P35561;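 active means fluorescence ratio B-score at or below minus 3 SD of library scores, with starting-brightness B-score within 2 SD, cut at about -4.2 in these data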;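 further: channel flux triggered by added potassium and thallium sulfate stimulus; B-score of peak minus minimum fluorescence over baseline after thallium stimulus; more negative B-score means stronger Kir2.1 block with less thallium influx; some compounds called inactive have numbers as strong as hits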
Target sequence (P35561 whole entry, looked up): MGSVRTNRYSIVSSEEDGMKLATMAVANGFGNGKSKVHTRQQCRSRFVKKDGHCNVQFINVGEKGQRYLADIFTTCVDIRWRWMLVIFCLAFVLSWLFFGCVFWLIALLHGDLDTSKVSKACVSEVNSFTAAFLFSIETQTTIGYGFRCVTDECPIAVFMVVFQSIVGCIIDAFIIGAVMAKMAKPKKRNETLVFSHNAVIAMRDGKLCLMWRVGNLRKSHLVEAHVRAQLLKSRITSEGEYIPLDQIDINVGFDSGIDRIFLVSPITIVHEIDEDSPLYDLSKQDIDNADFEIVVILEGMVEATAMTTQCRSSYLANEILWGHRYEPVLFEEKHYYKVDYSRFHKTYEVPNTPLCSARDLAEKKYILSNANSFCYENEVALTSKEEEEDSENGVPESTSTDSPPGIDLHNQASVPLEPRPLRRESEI
Active calls of the source: *; i = inactive; . = no result given; & = joins results of further samples.

SMILES | KCNQ2 inh | STK33 inh | Kir21 inh
Cn1cc(CC(=O)NC2CCCCC2)c2ccccc21 | i | 0.4 | -0.59
CC(NC(=O)COC(=O)c1ccc2ccccc2n1)C1CC2CCC1C2 (stereo not given) | i | -0.1 | 0.29
Nc1nonc1C(=O)OCC(=O)N1CCOCC1 | i | -0.6 | 0.19
CCCn1c(=N)n(CC(=O)OCC)c2ccccc21 | i | -2.1 | -0.17
COc1ccc(CNC(=O)Nc2ccc3c(c2)N(C)C(=O)CS3)cc1 | i | -0.2 | 0.12
COC(=O)c1sccc1NC(=O)C1CC=CCC1C(=O)O (stereo not given) | i | -4.1 | 0.13
COc1ccc(C2CC(c3cccs3)=NN2c2ccccc2)cc1 (stereo not given) | i | -2.0 | -0.03
CCOC(=O)c1c(-c2cccc([N+](=O)[O-])c2)csc1NC(=O)C1CCCCC1 | i | -0.7 | -0.8
COc1ccccc1-c1nc2ccccc2nc1-c1ccccc1 | i | -1.4 | 0.42
CC(C)N1CCC(N2CCN(Cc3cc4c(cc3Cl)OCO4)CC2CCO)CC1 (stereo not given) | i | 6.7 | -0.01
O=C(COc1ccc(Cl)cc1Cl)Nc1ccccc1NS(=O)(=O)c1cccs1 | i | -1.6 | 0.69
COc1ccc(NC(=O)C2CCCN(c3cnccn3)C2)cc1 (stereo not given) | i | -0.1 | -0.63
CC(=O)N1CCN(c2ccc(NC(=O)c3ccc([N+](=O)[O-])o3)cc2Cl)CC1 | i | 1.5 | 0.35
Cn1c(=O)c2c(nc(N3CCN(c4ccccc4)CC3)n2CCCc2ccccc2)n(C)c1=O | i | -2.5 | 0.22
Cc1nc2ccccc2n1CC(=O)N/N=C/c1cccnc1 | i | -2.0 | 0.35
C=C(C)Cn1c(C)cc(C)c(S(=O)(=O)c2ccc(C)cc2)c1=O | i | 1.6 | -2.8
CCC(CC)NC(=O)c1cccc(NC(=O)C(C)C)c1 | i | -3.7 | -0.8
O=C(Cn1c(=O)oc2cc(S(=O)(=O)N3CCCC3)ccc21)Nc1cccc(C(F)(F)F)c1 | i | 0.5 | 1.1
Cc1ccc(NC(=O)/C=C/c2ccc([N+](=O)[O-])s2)c(C)c1 | i | -2.1 | 0.25
O=C(Oc1cccc(-c2cnc3ccccc3n2)c1)c1ccco1 | i | 0.7 | 0.7
O=S(=O)(c1cccc(C(F)(F)F)c1)N(CCCN1CCOCC1)Cc1cccs1 | i | -0.6&0.5 | -0.83&-2.2
O=C(CCc1ccc(S(=O)(=O)N2CCOCC2)cc1)NN=C1CCCCCCC1 | i | -2.7 | 0
O=C1C(=O)N(CCOCCO)C(c2ccccn2)/C1=C(\O)c1ccccc1 (stereo not given) | i | -0.1 | 0.13
OC(Cn1cncn1)(Cn1cncn1)c1ccc(F)cc1F | i | -1.2 | 0.32
CC(NC(=O)C1CCCC1)c1ccc2c(c1)OCCO2 (stereo not given) | i | -2.5 | 0.34

Continued; it opens with the five that closed the last part.
SMILES | KCNQ2 inh | STK33 inh | Kir21 inh
O=S(=O)(c1cccc(C(F)(F)F)c1)N(CCCN1CCOCC1)Cc1cccs1 | i | -0.6&0.5 | -0.83&-2.2
O=C(CCc1ccc(S(=O)(=O)N2CCOCC2)cc1)NN=C1CCCCCCC1 | i | -2.7 | 0
O=C1C(=O)N(CCOCCO)C(c2ccccn2)/C1=C(\O)c1ccccc1 (stereo not given) | i | -0.1 | 0.13
OC(Cn1cncn1)(Cn1cncn1)c1ccc(F)cc1F | i | -1.2 | 0.32
CC(NC(=O)C1CCCC1)c1ccc2c(c1)OCCO2 (stereo not given) | i | -2.5 | 0.34
CCOc1ccc(S(=O)(=O)N2CCN(C(=S)NCc3ccccc3)CC2)cc1 | i | -0.9 | -0.45
Cc1ccc(NC(=O)NNC(=O)COc2ccc(Cl)cc2)cc1 | i | 0.1 | 1.8
COc1ccc(OC)c(CN2CCN(C(=O)c3ccc(NS(=O)(=O)c4cccc([N+](=O)[O-])c4)cc3)CC2)c1 | i | -2.5 | -0.16
O=C(O)Cn1cc(C(=S)N2CCCCC2)c2ccccc21 | i | -1.2 | -0.68
CC(C)(C)OC(=O)NNC(=O)c1ccc(Cl)cc1 | i | 0.0 | -0.66
C=CCOc1c(Cl)cc(CNc2ccc(C)c(Cl)c2)cc1OC | i | -2.6 | 0.93
Cc1ccc(C)c(S(=O)(=O)NC(C)C(=O)NCc2ccccn2)c1 (stereo not given) | i | -1.6 | -1.7
CCc1ccc2c(c1)C1(NN=C(c3cccc4ccccc34)S1)C(=O)N2 (stereo not given) | -14* | -0.9 | -0.66
O=C(CNC(=O)c1ccc(Cl)cc1Cl)OCC(=O)c1ccc2c(c1)OCCO2 | i | -1.1 | 1.3
Cc1ccc2c(c1)N(CC(=O)NCCc1ccc(Cl)cc1)C(=O)c1cccnc1O2 | i | 1.4 | 2.3
COc1ccc(OCC(=O)OCCN(C)C)cc1 | i | -0.1 | -1.5
Cc1ccc(CSCCNC(=O)CN(c2ccc(F)cc2)S(C)(=O)=O)cc1 | i | 2.4 | -1.4
Cn1nnc2cc(C(=O)NCc3ccc4c(c3)OCO4)ccc21 | i | -1.2 | -1
CCN1CCCC1CNC(=O)c1cc2cc(F)ccc2[nH]1 (stereo not given) | i | -1.0 | -0.33
CCOC(=O)c1c(NC(=O)Cn2c(=O)oc3ccccc32)oc(C)c1C(C)=O | i | -1.0 | -1.8
O=S(=O)(c1ccc(F)c2ccccc12)N1CCCCC1 | i | -1.2 | -0.76
COc1cc(C=O)cc(Br)c1OCC(N)=O | i | -1.5 | -0.51
O=C(NN=C1CCCCCCCCCCC1)c1ccccc1F | i | -0.4 | 0
COCc1[nH]nc2c1C(c1ccccc1F)C(C#N)=C(N)O2 (stereo not given) | i | 2.3 | -0.51
COc1ccc(/C=N/NC(=O)c2cnccn2)c(OC)c1OC | i | -0.6 | -1.7
Cc1ncc(CO)c(/C=N/NC(=O)c2cc3c(s2)CCCC3)c1O | i | 0.9 | -1.3
COc1ccccc1C(=O)NC(CCSC)C(=O)OCC(=O)NC(=O)NCc1ccco1 (stereo not given) | i | 0.0 | -1.2
O=C(CN(Cc1cccs1)S(=O)(=O)c1ccc(S(=O)(=O)N2CCCCC2)cc1)Nc1ccccc1 | i | -1.3 | 0.2
Cc1sc2c(c1C)CN(C(C)(C)C)CN2C(=O)c1ccccc1 | i | 0.0 | -0.21
O=C(COC(=O)CC1CC2CCC1C2)Nc1cccc(S(=O)(=O)NC2=NCCCCC2)c1 (stereo not given) | i | -1.0 | -0.41

Compounds above that have a nitro group on carbon (4):
SMILES | KCNQ2 inh | STK33 inh | Kir21 inh
CCOC(=O)c1c(-c2cccc([N+](=O)[O-])c2)csc1NC(=O)C1CCCCC1 | i | -0.7 | -0.8
CC(=O)N1CCN(c2ccc(NC(=O)c3ccc([N+](=O)[O-])o3)cc2Cl)CC1 | i | 1.5 | 0.35
Cc1ccc(NC(=O)/C=C/c2ccc([N+](=O)[O-])s2)c(C)c1 | i | -2.1 | 0.25
COc1ccc(OC)c(CN2CCN(C(=O)c3ccc(NS(=O)(=O)c4cccc([N+](=O)[O-])c4)cc3)CC2)c1 | i | -2.5 | -0.16

Next results
SMILES | KCNQ2 inh | STK33 inh | Kir21 inh
CC(C)CNc1ncnc2c1cnn2Cc1ccccc1Cl | i | -1.7 | 1.7
CN1CCc2c(sc3c2c(NCc2ccco2)nc2nnnn23)C1 | i | 2.2 | 0.26
CCOC(=O)c1cnc(-c2ccccc2)nc1N | i | 0.8 | -0.07
O=C(O)CC(NC(=O)c1ccncc1)c1ccccc1 (stereo not given) | i | -0.3 | 0.76
CC1C(=O)N2CCCc3cc(NC(=O)COc4ccc(Cl)cc4)cc1c32 (stereo not given) | i | 1.5 | -0.4
CC(C)[C@H](NS(=O)(=O)c1ccccc1)C(=O)OCC(=O)Nc1ccccc1Sc1ccccc1 | i | -1.3 | 0.02
Cc1nc(N)c(Cc2ccccc2F)c(N)n1 | i | 0.9 | -0.12
COc1cccc(NC(=O)NC2CCCCC2C)c1 (stereo not given) | i | 0.1 | -0.4
CCOc1ccc(OCCC(=O)OCC(=O)Nc2ccc(Cl)cn2)cc1 | i | -1.1 | 1.7
CN(C)S(=O)(=O)c1cccc(COc2cccnc2[N+](=O)[O-])c1 | i | 0.0 | 1.3
Cc1c(C)c2ccc(OCC(=O)N(C)C3CCS(=O)(=O)C3)c(C)c2oc1=O (stereo not given) | i | 0.6 | 0.21
Cc1ccsc1C1C(C#N)=C(N)OC2=C1C(=O)CC(C)C2 (stereo not given) | i | -3.8 | -1.5
O=C(CCC1CCCN(C(=O)c2ccncc2)C1)NCc1ccc(F)c(F)c1 (stereo not given) | i | -1.1 | 0.66
CC(=O)N/C(=C\c1ccccc1)C(=O)OCc1cccc(S(=O)(=O)N(C)C)c1 | i | -0.4 | -3
CCc1ccc(C2CC(c3ccc(Cl)cc3)n3nc(N)nc3N2)cc1 (stereo not given) | i | -0.6 | 1.4
N[C@@H](Cc1ccccc1)c1nnc2sc(SCc3ccccc3)nn12 | i | 3.7 | -2.9
Cc1ccc(C(=O)Cn2cncn2)cc1 | i | -1.0 | 2.1
COc1ccc(-n2c(SCC(=O)Nc3ccccc3OC)nc(O)c(Cc3ccccc3)c2=O)cc1 | i | -1.8 | 1.6
O=C(Nc1cc2cc([N+](=O)[O-])ccc2oc1=O)c1cccs1 | i | -1.3 | 1.3
Cc1cccc(Cn2c(N3CCN(C)CC3)nc3c2c(=O)[nH]c(=O)n3C)c1 | i | . | -0.33
CC(=O)c1c(C)[nH]c(C(=O)OCC(=O)Nc2ccc(C)cc2[N+](=O)[O-])c1C | i | -0.7 | 0.02
Cc1cc(C)c(S(=O)(=O)c2ccccc2C)c(Oc2ccccc2)n1 | i | -0.3 | -2
CN(C)Cc1c(C(=O)N/N=C/c2ccc(OCc3c(F)cccc3Cl)cc2)nnn1-c1nonc1N | i | 3.6 | -0.33
Cc1ccccc1C(=O)N1CCC(C(=O)NC2CCCCCC2)CC1 | i | -1.6 | 0.91
COc1ccc(C(=O)O/N=C(\N)c2ccncc2)cc1OC | i | -0.4 | -2.2

Exported as labelled records: two of the compounds above.
C=C(C)Cn1c(C)cc(C)c(S(=O)(=O)c2ccc(C)cc2)c1=O
  KCNQ2 inh = i
  STK33 inh = 1.6
  Kir21 inh = -2.8

CCC(CC)NC(=O)c1cccc(NC(=O)C(C)C)c1
  KCNQ2 inh = i
  STK33 inh = -3.7
  Kir21 inh = -0.8

The list continues.
SMILES | KCNQ2 inh | STK33 inh | Kir21 inh
CCOC(=O)c1c(S(=O)(=O)NCC(=O)N2CCN(c3ccccc3OC)CC2)c(C)n(C)c1C | i | -0.3 | -0.04
CC(=O)N(C)c1ccc(OCC(O)CN(Cc2ccco2)S(=O)(=O)c2ccc(C)cc2)cc1 (stereo not given) | i | 1.0 | -0.95
O=C(COC(=O)CCc1nc2ccccc2c(=O)[nH]1)Nc1ccccc1Cl | i | -1.7 | -1.6
CCOC(=O)c1ccc(Oc2nc(N(C)C)nc(N3CCOCC3)n2)cc1 | i | -1.2 | -1.5
Cc1ccc(C(=O)NCC(=O)NCC(=O)OCc2ccc(Oc3ccc([N+](=O)[O-])cc3)cc2)cc1 | i | -1.7 | 0
C=CCN1C(=O)C(CC(=O)O)SC1=Nc1cccc([N+](=O)[O-])c1 (stereo not given) | i | -0.3 | 0.02
Cc1ccccc1CNC(=O)Nc1ccc(Cl)cc1 | i | -1.0 | -0.68
COc1ccc(CCN(C)c2ccc(S(=O)(=O)N3CCCC3)cc2[N+](=O)[O-])cc1OC | i | -3.1 | -0.58
CCn1c(=O)cc(SCC(=O)N2CCOCC2)c2ccccc21 | i | -2.1 | -0.01
COc1cccc(CNC(=O)CCC2CCCN(C(=O)CCC(F)(F)F)C2)c1 (stereo not given) | i | -3.1 | 0.42
O=S(=O)(c1cc(Cl)ccc1Cl)N1CCN(c2ccccn2)CC1 | i | -1.2 | -0.7
O=C(CN1C2=NCCCN2c2ccccc21)c1ccc2c(c1)OCO2 | i | -0.5 | 1.5
COC(=O)N/N=C/c1ccccc1Cl | i | . | 0
COc1cc2c(cc1OC)CN(S(C)(=O)=O)CC2 | i | 0.0 | 2.1
CCN1CCN(C(=O)c2ccccc2N(C)S(=O)(=O)c2ccc(C)cc2)CC1 | i | -0.2 | -1.2
CCC(C)Sc1nnc(-c2c[nH]c3ccccc23)n1CCOC (stereo not given) | i | -1.8 | 0.08
O=C(NCCCN1CCOCC1)c1cccc(S(=O)(=O)Nc2cc(Cl)ccc2Cl)c1 | i | -0.9 | -0.02
O=C(NC1(N2CCOCC2)CC1)c1ccc(Cl)cc1 | i | -0.8 | -0.65
Cc1nc(N2CCN(c3ccccn3)CC2)c2c(C)c(C(=O)N3CCN(c4cccc(Cl)c4)CC3)sc2n1 | i | 0.2 | -0.01
CS(=O)(=O)N(CC(=O)NC1CCCCC1)Cc1ccc(F)cc1 | i | 0.5 | 0.5
Cc1cc(C(=O)NC2CC(C)(C)Cc3c2cnn3-c2ccccc2)n(C)n1 (stereo not given) | i | -1.4 | -0.06
S=C(Nc1cccc(Cl)c1Cl)Nn1cnnc1 | i | -1.6 | -0.4
CCN(CC)CCNC(=O)c1cc(-c2cccnc2)nc2ccc(S(=O)(=O)N3CCC(C)CC3)cc12 | i | 1.0 | -5.7*
O=C1OC(Cc2ccccn2)C(O)=C1C1=NCCCCN1 (stereo not given) | i | -2.0 | -0.09
Cc1ccc(Cn2nnc3c(=O)n(CC(=O)NCc4ccc5c(c4)OCO5)cnc32)cc1 | i | -0.4 | 0.22
CC1CCN(C(=O)c2ccc(S(=O)(=O)N(C)C)cc2)C(C)C1 (stereo not given) | i | 0.3 | -0.48
CCOc1ccc(C(=O)N/N=C/c2cccc3cccnc23)cc1 | i | -0.7 | 0.56
CC1CCN(S(=O)C23CC4CC(CC(C4)C2)C3)CC1 (stereo not given) | i | 0.4 | 0.48
O=C(Nc1ccc(F)cc1)c1ccc(-n2ccnc2)nc1 | i | 0.7 | 1.5
